FN deposition inh – inhibitors of fibronectin matrix deposition, primary screen, AH1F cells, Alexa488-fibronectin fluorescence, plate reader; AH1F fibroblasts, overnight; inhibition, % at 12.6 µM; 350,000 tested, 0.086% active;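 active = mean inhibition across replicates of 30% or more, regardless of how many single replicates reach that level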;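 note: positive control wells lacked labelled fibronectin entirely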
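Material: AH1F fibroblast monolayer depositing Alexa488-labelled fibronectin into matrix / Amount: 10000 AH1F cells per well / Signal: fluorescence 485/525 nm / Medium: DMEM, 2% serum / Compound: single dose, pinned / Incubation: 1 h cell adhesion before compound, then overnight fibronectin incubation / Reagent: Alexa488-FN, 24 nM final / Read-out: inhibition of fibronectin deposition signal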
LGR2 antag – inhibitors of bursicon-induced LGR2 CRE-luciferase signal, primary screen, cell-based, HEK293, CRE-luciferase reporter, bursicon stimulation; inhibition, % at 9.99 µM; AID 720647, 2013; 380,000 tested, 0.35% active; Drosophila bursicon receptor LGR2 (rickets); bursicon-stimulated, 4 h;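 active = drop in luminescence signal, shown as inhibition above about 50% in the replicate tests, limit read from the data, passing the limit was not always enough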;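 note: agonist challenge used bursicon conditioned medium at about half maximal strength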
Cneo AK release – Cryptococcus neoformans cell lysis inducers, primary screen, AK release luminescence, single concentration; C. neoformans lysis, adenylate kinase release luminescence, 4 h; normalised: neutral wells 0, clomiphene wells 100; lysis activity, % at 15 µM; 360,000 tested, 0.2% active; AID 651654, 2012;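 active = mean lysis activity across replicates of at least 80%, whatever share of replicates individually reach that level; inactive = mean lysis activity below 80%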
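read-out = cell lysis signal | test system = log-phase Cryptococcus neoformans yeast cells | input = cells at 5 × 10^6 per mL | medium = fresh YPD growth medium | signal = luminescent adenylate kinase detection reagent | timing = 4 h at 37 °C static, read 1 h later | dosing = single dose | controls = Clomiphene as positive lysis control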
EWS-Fli block – EWS/Fli-driven NR0B1 reporter inhibitors, primary screen, A673 cells, NR0B1 luciferase, luminescence, MLPCN library. AID 651661, 2012. inhibition, % at 12.6 µM. 350,000 tested, 0.67% active. viability-normalised;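 active = mean inhibition of at least 50% after viability correction, with every replicate also passing that limit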;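 note: firefly luciferase signal divided by Alamar Blue viability fluorescence both relative to DMSO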
PGC1a acetyl inh – inhibitors of PGC1a acetylation signal, primary screen, cell-based, U2OS, AlphaScreen, inhibitor mode | AlphaScreen anti-acetyl-lysine; with virally co-expressed GCN5 acetyltransferase | inhibition, % at 15.6 µM | 350,000 tested, 0.17% active;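 active = every replicate shows inhibition of at least 40%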;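 note: 0% = neutral control wells and 100% = positive control wells; some results beyond the cut were filed as inactive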
CASP6 VEID inh – human caspase-6 inhibitors, primary screen, biochemical, VEID-R110 fluorescence, single point, set 2; P55212; purified caspase-6, Z-VEID-R110 cleavage fluorescence; inhibition, % at 12.5 µM; 350,000 tested, 0.53% active; AID 686996, 2013;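 active = mean inhibition across replicates at least about 35%, with every replicate also reaching that limit, limit read from the data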;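 note: 0% = median of neutral control wells and 100% = no fluorescence left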
Target sequence (P55212 24-179 limits assumed): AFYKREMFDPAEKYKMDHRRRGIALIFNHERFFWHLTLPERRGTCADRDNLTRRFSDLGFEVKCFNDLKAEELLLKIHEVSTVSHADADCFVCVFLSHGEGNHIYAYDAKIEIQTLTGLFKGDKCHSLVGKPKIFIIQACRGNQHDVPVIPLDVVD
Target sequence (P55212 194-293 limits assumed): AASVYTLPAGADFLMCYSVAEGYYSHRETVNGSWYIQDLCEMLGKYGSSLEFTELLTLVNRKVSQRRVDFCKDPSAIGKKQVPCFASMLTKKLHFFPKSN
miR122 inh – miR-122 Renilla sensor signal increase in Huh7, primary screen, miR-122 inhibitor project, cell-based, single point, plate reader | AID 602342, 2012 | 340,000 tested, 0.3% active | Huh7 miR-122 Renilla luciferase sensor, 48 h; neutral wells = 0, positive control = 100 | activation (reporter increase), % at 12.5 µM;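 active = mean replicate activation score at least 90 and every replicate individually at or above 90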;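 note: higher luciferase means less miR-122 activity so hits act as miR-122 inhibitors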
PAX8 reporter – inhibitors of PAX8-driven TPO luciferase reporter, primary screen, RMG-I cells, single concentration; SteadyGlo, 24 h; inhibition, % at 12.6 µM; 360,000 tested, 1.2% active;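 active = mean replicate inhibition at least 60% with every replicate also reaching 60%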;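 note: luciferase light reporting Pax8 driven TPO promoter activity; plate controls were median of neutral control wells for no effect and mitoxantrone controls for full effect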
Numbers without * were called inactive; . = no result given; [ ] = dose if it differs, or a comment.

SMILES	FN deposition inh	LGR2 antag	Cneo AK release	EWS-Fli block	PGC1a acetyl inh	CASP6 VEID inh	miR122 inh	PAX8 reporter
COc1ccc(N2CCN(c3nc4ccccn4c(=O)c3/C=C(\C#N)S(=O)(=O)c3ccccc3)CC2)cc1	6	19	-6	.	.	-2	.	-13
Cc1cccc(-c2noc(CCc3ccccc3)n2)c1	-5	-61	-2	-76	6	2	-3	-144
O=C(CCn1nnc2ccccc21)NNC(=O)C1CCCCC1	-11	-4	.	-3	-5	0	.	-1
COC(=O)c1cc(NC(=O)CCc2c(C)nc3ncnn3c2C)cc(C(=O)OC)c1	3	.	5	.	3	.	-1	3
Cc1ncc(CN2CCCC(C(=O)Nc3ccc(-c4cccc(F)c4)cc3)C2)cn1 (centres undefined)	0	-18	-5	6	2	-1	-12	12
C=CCn1c(=N)c(S(=O)(=O)c2ccc(C)c(C)c2)cc2c(=O)n3ccccc3nc21	1	-4	0	-20	.	2	4	-15
Cc1noc(C)c1NC(=O)N(C)C[C@@H]1Oc2ncc(C#CC3CC3)cc2C(=O)N([C@H](C)CO)C[C@H]1C	.	3	1	-2	.	1	-2[16.7 µM]	.
CCOc1ccc(C2C(C(=O)c3ccco3)=C(O)C(=O)N2Cc2cccnc2)cc1 (centres undefined)	-2	.	.	.	7	.	-8	-28
COc1cccc(CCNC(=O)CC2C(=O)NCCN2Cc2ccc(Cl)c(F)c2)c1 (centres undefined)	-5	.	2	1	-9	-1	4	10
CCc1nc2ccc(C(=O)N(C)Cc3ccccc3)cn2c1N(C)Cc1ccc(OC)cc1	15	-8	5	10	17	4	7	-8
CCOC(=O)c1sc(-c2ccc(F)cc2)cc1N	6	-77	.	.	-20	.	-3	.
Cc1nnc(-c2cccc(Br)c2)c2cn(-c3ccccc3)nc12	3	.	-1	.	-14	.	-2	.
Cc1ccc(-c2c(C(=O)N/N=C/c3ccc(OC(C)C)cc3)nnn2-c2nonc2N)cc1	-15	-15	-2	.	-1	-4	-3	9
O=C(Nc1ncccc1O)c1cccc(S(=O)(=O)N2CCCC2)c1	-1	15	-2	-2	-14	4	5	3
Cc1ccc2nc3c(c(Nc4cccc(O)c4)c2c1)CCC3	5	15	-1	-4	.	1	.	15
Cc1ccc(S(=O)(=O)N(C)C[C@@H]2OCCCC[C@H](C)Oc3ccc(NS(=O)(=O)c4cccs4)cc3C(=O)N([C@H](C)CO)C[C@H]2C)cc1	2	4	-2	11	-13	0	-3[16.7 µM]	78*
CN(C)c1ccccc1C(=O)N1CCCC(C(=O)c2ccc3ccccc3c2)C1 (centres undefined)	.	21	.	15	3	10	.	4
CCOC(=O)CNc1nc(C#N)nc(N2CCOCC2)n1	-1	.	4	.	2	.	3	.
CCOC(=O)N1CCC(N2C(=O)c3ccc(C(=O)O)cc3C2=O)CC1	-5	.	1	.	-1	.	1	5
O=C(Nc1cccc(NC(=O)c2cccs2)c1)c1ccc2c(c1)OCCO2	-10	-38	.	-43	.	2	.	-69
O=C(Nc1ccc2c(c1)[C@@H]1C[C@H](CC(=O)N3CCc4ccccc4C3)O[C@H](CO)[C@@H]1O2)Nc1ccccc1F	-12	20	1	-2	-12	2	-8[16.7 µM]	25
COc1cccc(CN(C)C(=O)C(CCSC)NS(=O)(=O)c2ccc3c(c2)OCCO3)c1OC (centres undefined)	14	12	.	0	0	1	3	70*
CC(C)NC(=O)N1C[C@H]2[C@@H](c3ccccc31)[C@@H](CO)N2C(=O)c1ccccc1F	.	11	1	-5	-3	-4	-12[16.7 µM]	-17
O=C1C(=O)N(Cc2ccco2)C(c2cccs2)/C1=C(\O)c1cccc([N+](=O)[O-])c1 (centres undefined)	1	-5	2	1	.	2	9	11
Cn1c(=O)[nH]c(=O)c2c1nc(SCC(=O)O)n2Cc1ccccc1	-2	-2	1	9	-2	24	3	-17

Carrying on.
SMILES	FN deposition inh	LGR2 antag	Cneo AK release	EWS-Fli block	PGC1a acetyl inh	CASP6 VEID inh	miR122 inh	PAX8 reporter
COc1cc2cc(C(=O)NC(C)c3cccc4ccccc34)c(N)nc2cc1OC (centres undefined)	-1	-7	.	25	.	-1	.	-6
CC=Cc1ccc2n(c1=O)C[C@H]1[C@H](CO)[C@@H](C(=O)NC3CCC3)N(CC)[C@@H]21 (mixture of isomers)	.	-2	-9	5	.	1	2[16.7 µM]	87*
CCCN(CC(=O)Nc1cc(Cl)cc(Cl)c1)CC(=O)Nc1ccc(F)c(F)c1F	14	-3	9	19	-8	1	2	29
CCc1cccc2c(C(=O)CN3C(=O)NC(C)(c4cccc5ccccc45)C3=O)c[nH]c12 (centres undefined)	15	10	.	2	-41	-4	15	25
CC(=O)N(C)C[C@H]1Oc2cc(C#Cc3ccccn3)ccc2S(=O)(=O)N([C@H](C)CO)C[C@H]1C	.	-5	41	3	-5	-2	-9[16.7 µM]	.
C[C@@H]1CN([C@H](C)CO)C(=O)c2cc(C#CCN(C)C)cnc2O[C@H]1CN(C)C(=O)c1ccc2c(c1)OCO2	-28	10	0	-7	4	-1	.	.
CCCCOC(=O)Nc1ccccc1C(N)=O	-2	.	0	.	.	.	-4	-24
O=C(COC(=O)CN1C(=O)c2ccccc2C1=O)Nc1ccc(S(=O)(=O)N2CCCC2)cc1	-2	.	-1	.	-4	.	-12	10
COC(=O)c1ccc(N2CCOCC2)c(NC(=O)c2cc3ccccc3o2)c1	-10	14	-2	-36	10	7	-6	-6
Cc1csc2nc(O)c(C(=O)NCc3ccc4c(c3)OCO4)c(=O)n12	-2	7	-1	4	.	-1	0	-7
CS(=O)(=O)N1N=C(c2cccs2)CC1c1ccco1 (centres undefined)	3	0	0	-3	13	4	-2	5
CCOCCCNC(=O)c1ccc(NC(=O)C2CCCO2)cc1 (centres undefined)	0	-18	0	-15	-5	-6	-10	-5
O=C(NCCc1ccc(F)cc1)c1ccc(S(=O)(=O)N2CCCCC2)cc1	5	-13	-3	10	1	1	0	-11
CO[C@@H]1CN(C)C(=O)c2cc(NC(=O)Nc3cccc(F)c3)ccc2OC[C@@H](C)NC[C@H]1C	1	-1	4	5	-3	.	-9[16.7 µM]	.
CN(C)S(=O)(=O)c1ccc(C(=O)NCc2ccc3[nH]c4c(c3c2)CCCC4)cc1	5	-15	-1	0	-1	1	-1	.
COc1ccc(NC(=O)CN(C)C(=O)C(C)N2C(=O)c3ccccc3C2=O)cc1 (centres undefined)	5	8	.	3	.	0	.	-24
O=C(COC(=O)c1cc2c(s1)CCCC2)Nc1ccc(Cl)cn1	-9	11	.	-1	-6	-1	1	7
COc1ccc(-c2ccc([C@H]3[C@H](CO)N4C(=O)CNC[C@@H]34)cc2)cc1	.	-17	.	-8	2	0	.	.
Cc1ccc(C(=O)CC(C(=O)O)n2cccn2)cc1 (centres undefined)	5	.	4	.	1	.	0	-15
Cc1ccccc1CSc1ccc(S(=O)(=O)N2CCCC2)cn1	-5	7	.	-2	3	-1	0	.
COc1ccc(Cl)cc1N1C(=O)c2cccnc2C1=O	4	4	3	2	8	1	9	-3
Cc1ccc(/C(N)=N/OC(=O)N2CCOCC2)cc1	.	19	-1	.	-8	-2	5	.
CC(C)(O)C#Cc1ccc(C(=O)NCCc2ccc(S(N)(=O)=O)cc2)cc1	0	7	.	1	.	-1	.	1
O=C(O)c1ccc(N2C(=O)C3ON(c4ccccc4)C(c4ccccc4F)C3C2=O)cc1 (centres undefined)	.	-12	2	.	8	.	5	.
CN(C)CC(=O)N1[C@@H](C#N)[C@H](c2ccc(-c3ccc(C(=O)N(C)C)cc3)cc2)[C@@H]1CO	1	-4	-4	-6	8	0	.	-5

The listing continues:
SMILES	FN deposition inh	LGR2 antag	Cneo AK release	EWS-Fli block	PGC1a acetyl inh	CASP6 VEID inh	miR122 inh	PAX8 reporter
C=CCn1c(SCC(=O)NCCCC(=O)OCC)nc2scc(-c3ccco3)c2c1=O	-8	1	.	37	.	-3	.	-5
CN(Cc1ccccc1)C(=O)CC(c1ccccc1)c1cc(Cl)ccc1O (centres undefined)	-4	.	0	.	-8	.	5	.
O=C(C[C@@H]1CC[C@@H](NC(=O)c2ccc3c(c2)OCO3)[C@H](CO)O1)NCc1ccc(Cl)cc1	.	31	6	-6	1	1	.	7
C=CCSC1=N/C(=C\c2cc(OCC)c(OC(C)=O)c([N+](=O)[O-])c2)C(=O)S1	0	17	.	.	.	.	-15	19
COCC1CCN(Cc2c(C(=O)N3CCOCC3)nc3c(C)cccn23)C1 (centres undefined)	-1	5	1	1	12	0	3	-6
Nn1c(SCC(=O)N2CCCC2)nnc1C1CCCCC1	-3	-4	0	-8	14	2	0	15
O=C1NC[C@@H](Cc2ccc(O)cc2)N(CCc2cc(C(F)(F)F)cc(C(F)(F)F)c2)C1=O	-7	-5	.	-14	.	-4	.	-11
Cc1onc(-c2ccccc2)c1C(=O)Nc1ccc(C(=O)N2CCCCC2)cc1	2	6	-1	-3	.	2	-4	14
O=C(NCCN1CCN(c2ccccc2)CC1)c1cccn2c(=O)c3cc(Cl)ccc3nc12	-6	-20	5	.	-5	.	3	.
CC(C)C#Cc1ccc2c(c1)O[C@@H](CN(C)Cc1ccncc1)[C@H](C)CN([C@@H](C)CO)S2(=O)=O	0	-17	-2	32	15	.	7[16.7 µM]	8
COc1ccc(C(=O)Nc2ccc(N3CCN(C(=O)c4ccccc4)CC3)cc2)cc1[N+](=O)[O-]	-13	-3	.	7	.	5	.	11
CC(=O)c1ccc(NC(=S)NCCCn2ccnc2)cc1	-3	8	.	14	-2	-7	.	-16
CCOC(=O)/C=C/C(=O)OCC(=O)N1CCN(C(=O)c2ccco2)CC1	4	1	2	-9	.	16	-5	17
CCOc1ccccc1N(CC(=O)NC1CCCC1)C(=O)CNC(=O)c1cccs1	7	7	-2	-5	.	2	.	8
Cc1ccc(NC(=O)CNC(=O)c2ccco2)c(Cl)c1	5	1	-1	-15	4	-2	5	3
CC1=C(C(=O)Nc2cccnc2)C(c2ccccn2)n2nnnc2N1 (centres undefined)	3	.	1	.	.	.	2	-9
O=C(NCCOc1ccccc1-c1ccccc1)c1ccco1	2	8	.	-12	-6	1	.	6
CCOC(=O)N1CCN(Cc2nc(-c3ccc(C)cc3)no2)CC1	2	.	1	.	-7	.	-2	8

In another format: results already given
Cc1ccc(NC(=O)CNC(=O)c2ccco2)c(Cl)c1
  FN deposition inh: 5	LGR2 antag: 1	Cneo AK release: -1	EWS-Fli block: -15	PGC1a acetyl inh: 4	CASP6 VEID inh: -2	miR122 inh: 5	PAX8 reporter: 3
CC1=C(C(=O)Nc2cccnc2)C(c2ccccn2)n2nnnc2N1 (centres undefined)
  FN deposition inh: 3	LGR2 antag: .	Cneo AK release: 1	EWS-Fli block: .	PGC1a acetyl inh: .	CASP6 VEID inh: .	miR122 inh: 2	PAX8 reporter: -9
O=C(NCCOc1ccccc1-c1ccccc1)c1ccco1
  FN deposition inh: 2	LGR2 antag: 8	Cneo AK release: .	EWS-Fli block: -12	PGC1a acetyl inh: -6	CASP6 VEID inh: 1	miR122 inh: .	PAX8 reporter: 6
